M. tuberculosis GlmU = inhibition of mycobacterial GlmU enzyme – biochemical, glucosamine-1-phosphate acetyltransferase (AID 1376); M. tuberculosis GlmU acetyltransferase enzyme assay; higher % means a stronger effect; inhibition, %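 (tested at 30 µM in the primary screen)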, or IC50 in µM where a hit was titrated; actives 0.25% (n = 220,000); in the data active = inhibition above about 13%;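 also: 0% = complete reaction with vehicle and 100% = reaction without substrate; strong numbers were not always called active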
Mtb RmlCD inh = inhibitors of Mycobacterium tuberculosis RmlC and RmlD coupled enzymes; inhibition, % at 3.6 µM; AID 1533; RmlC+RmlD coupled enzyme assay, percent inhibition; primary screen in compound mixtures; actives 0.03% (n = 160,000); P9WH09+P9WH11; in the data active = inhibition mostly above about 34%, no sharp cut-off; also: some results filed as inactive read as strong as hits
Target sequence (P9WH09 whole entry, looked up): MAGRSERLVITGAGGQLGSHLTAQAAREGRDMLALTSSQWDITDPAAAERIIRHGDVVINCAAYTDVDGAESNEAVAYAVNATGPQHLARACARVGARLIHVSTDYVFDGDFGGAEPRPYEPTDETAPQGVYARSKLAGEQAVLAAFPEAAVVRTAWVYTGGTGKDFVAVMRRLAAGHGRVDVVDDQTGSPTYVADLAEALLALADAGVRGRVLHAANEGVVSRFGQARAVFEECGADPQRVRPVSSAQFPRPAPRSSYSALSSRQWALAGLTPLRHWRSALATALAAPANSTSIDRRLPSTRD
Target sequence (P9WH11 whole entry, looked up): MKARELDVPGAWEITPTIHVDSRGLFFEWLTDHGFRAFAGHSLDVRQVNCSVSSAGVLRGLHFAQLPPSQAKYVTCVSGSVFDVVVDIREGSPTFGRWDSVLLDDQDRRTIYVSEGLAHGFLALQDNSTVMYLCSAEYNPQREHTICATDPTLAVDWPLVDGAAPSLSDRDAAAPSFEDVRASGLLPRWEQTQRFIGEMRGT
Numbers without * were called inactive; . = not tested or not shown. Only part of the results is shown; count on the stated rates, not on these rows.

The opening four records as a preview:
SMILES	M. tuberculosis GlmU	Mtb RmlCD inh
CC(C)C(NC(=O)c1ccccc1)C(=O)NC1=NCCS1 (stereo not given)	1.5%	14
Cc1ccc[n+](CC(=O)Nc2cc(C(F)(F)F)ccc2N2CCOCC2)c1	0.4%	2
CC12CN3CC(C)(CN(C1)C3c1ccncc1)C2=O (stereo not given)	1.3%	9
CCOC(=O)C1=C(C)N(C)C(=O)NC1c1cccc(O)c1 (stereo not given)	1.6%	-9

This part in full, repeating the preview:
SMILES	M. tuberculosis GlmU	Mtb RmlCD inh
CC(C)C(NC(=O)c1ccccc1)C(=O)NC1=NCCS1 (stereo not given)	1.5%	14
Cc1ccc[n+](CC(=O)Nc2cc(C(F)(F)F)ccc2N2CCOCC2)c1	0.4%	2
CC12CN3CC(C)(CN(C1)C3c1ccncc1)C2=O (stereo not given)	1.3%	9
CCOC(=O)C1=C(C)N(C)C(=O)NC1c1cccc(O)c1 (stereo not given)	1.6%	-9
CC(C)NC(=O)/C(C#N)=C\c1ccc(N(C)C)c(Br)c1	7.7%	6
CN(C(=O)COC(=O)C(Cc1ccccc1)NC(=O)c1ccccc1)c1ccccc1 (stereo not given)	-1.9%	31
CCOC(=O)c1sc(NC(=O)CCN2CCC(C)CC2)c(C(=O)OCC)c1C	-9.3%	12
Cc1cc(=O)[nH]c(SCC(=O)Nc2ccc(Br)cc2)n1	5.5%	.
COCCNc1nc2c(c(=O)n(C)c(=O)n2C)n1Cc1cccc(C)c1	0.3%	90
Cc1cc(=O)oc2c(CN3CC(C)OC(C)C3)c(O)c(Cl)cc12 (stereo not given)	1.6%	-4
CCN(CC)CCNC(C(=O)Nc1cccc(C(C)=O)c1)c1ccccc1 (stereo not given)	-8.7%	-8
C[C@H](NC(=O)Cn1cncn1)c1ccccc1	11%	-3
CC(=O)c1sc2nc(SCC(=O)N3CCCCC3)[nH]c(=O)c2c1C	-1.5%	0
CCC(=Nc1ccccc1)C1=C(O)CCCC1=O	-0.3%	-2
CN(c1ccccc1)S(=O)(=O)c1cccc(NC(=O)CC(C)(C)C)c1	-4.3%	-4
COc1cc(C2C(C#N)=C(N)Oc3cc(C)oc(=O)c32)ccc1OC(=O)N1CCOCC1 (stereo not given)	-3.0%	-9
Cc1cc(C)n2nc(CCCCc3nc4nc(C)cc(C)n4n3)nc2n1	-3.7%	-9
O=C(NCC(=O)N(c1ccccc1)C(C(=O)NCC1CCCO1)c1ccccc1)c1ccco1 (stereo not given)	-3.6%	4
CCn1c(SC(C)C(=O)O)nnc1-c1cccnc1 (stereo not given)	-6.9%	.
N#Cc1sc(=O)[nH]c1Cl	-2.9%	.
Cc1nonc1CN(C)C(=O)CC1C(=O)NCCN1Cc1ccc(F)c(F)c1 (stereo not given)	-3.1%	-5
Cn1c(C(=O)NCCc2c[nH]c3ccccc23)cc2sccc21	0.8%	-7
CCNC(=O)c1oc2c(c1C)C(=O)CC(C)(C)C2	8.3%	.
CC(NC(=O)CN(C)S(=O)(=O)c1cnc[nH]1)c1ccccc1 (stereo not given)	2.8%	-9

Shown with two lines to a compound: five of the compounds above
Value order – M. tuberculosis GlmU	Mtb RmlCD inh
CC(C)C(NC(=O)c1ccccc1)C(=O)NC1=NCCS1 (stereo not given)
    1.5%	14
CCn1c(SC(C)C(=O)O)nnc1-c1cccnc1 (stereo not given)
    -6.9%	.
N#Cc1sc(=O)[nH]c1Cl
    -2.9%	.
CCC(=Nc1ccccc1)C1=C(O)CCCC1=O
    -0.3%	-2
CC12CN3CC(C)(CN(C1)C3c1ccncc1)C2=O (stereo not given)
    1.3%	9

Remaining list, next part:
SMILES	M. tuberculosis GlmU	Mtb RmlCD inh
CN(C)CCCN(C(=O)/C=C/c1cccs1)c1nc2c(F)cccc2s1	-2.6%	-9
COc1ccc(CC(=O)NCc2cccs2)cc1OC	-1.2%	-12
COc1ccc2[nH]cc(CCN)c2c1	-1.9%	16
CC(=O)N1CCC2(CC1)C/C(=N\NC(=S)Nc1ccccc1F)c1cc(O)ccc1O2	3.9%	-10
N/C(=N\O)c1ccc([N+](=O)[O-])s1	4.2%	6
O=C(c1cnc2n(c1=O)CCS2)N(C1CCCCC1)C1CCCCC1	0.3%	.
CCN(CC)CCN1C(=O)c2ccccc2NC1c1ccc(F)cc1 (stereo not given)	-10%	-8
Cc1sc2nc3n(c(=O)c2c1C)CCCCC3	-1.3%	.
O=C(CN1CCC2(CC1)OCCO2)c1ccc2cc[nH]c2c1	4.8%	9
CCOC(=O)CCc1c(C)c2ccc(OCc3cc([N+](=O)[O-])ccc3OC)cc2oc1=O	.	35
COC(=O)C(Cc1ccccc1)NC(=O)c1ccc(C)cc1 (stereo not given)	-6.3%	-7
COc1cccc(NC(=O)C2c3cc(OC)c(OC)cc3C(=O)N(C)C2c2cccnc2)c1 (stereo not given)	1.6%	-5

Entries of single compounds, looked up by structure:
`COc1ccc2[nH]cc(CCN)c2c1` is listed with M. tuberculosis GlmU = -1.9%; Mtb RmlCD inh = 16
`CCN(CC)CCN1C(=O)c2ccccc2NC1c1ccc(F)cc1` (stereo not given) is listed with M. tuberculosis GlmU = -10%; Mtb RmlCD inh = -8

Carrying on.
SMILES	M. tuberculosis GlmU	Mtb RmlCD inh
C=CCSc1nc2ccccc2n1S(=O)(=O)c1ccc(C)cc1	2.7%	.
O=C1C2C3C=CC(CC3)C2C(=O)N1c1nccs1 (stereo not given)	-2.6%	-10
COc1cccc(CN(C(=O)Cc2c[nH]c3ccccc23)C(C(=O)NC2CCCCC2)c2ccc(C)o2)c1 (stereo not given)	-3.0%	5
Cc1ccc(C(=O)N(Cc2ccc3c(c2)OCO3)Cc2nc3ccccc3c(=O)[nH]2)cc1	-2.1%	0
CC(C)(C)NC(=O)c1nc2ccccc2s1	0.0%	.
NC(=O)/C(=C/c1ccco1)NC(=O)c1ccc(Br)o1	0.6%	.
CN1CCC(NC(=O)NC2CCCCC2)CC1	-1.5%	5
Cc1nc(-c2ccc(Cl)cc2)sc1C(=O)O	-2.4%	-6
CCN(C(=O)CSc1nc2ccccc2n1CCc1ccccc1)C1CCS(=O)(=O)C1 (stereo not given)	-1.4%	.
CCCCCCNC(=O)CCCCCNS(=O)(=O)c1ccc(Br)cc1	7.1%	9
CCC1CCc2c([nH]c3ccccc3c2=O)O1 (stereo not given)	2.0%	8
O=C(CSc1nc2ccc(Cl)cc2[nH]1)NCc1ccco1	1.9%	.
CCOC(=O)c1c(C)cc(C)n2c1nc1ccccc12	4.8%	.
O=C(CN(C(=O)CNC(=O)c1ccco1)c1ccc(Cl)c(Cl)c1)NC1CCCCC1	2.2%	10
CCOC(=O)c1sc(NC(=O)c2ccccc2OCC)nc1C	2.1%	-12
Cn1c(NCCCO)nc2c(c1=O)C1(CCCCC1)Cc1ccccc1-2	1.8%	.
CCN1CCN(C(=S)Nc2ccccc2Cl)CC1	-4.9%	4
CCSc1nnc([C@H](Cc2c[nH]c3ccccc23)NC(=O)OC(C)(C)C)o1	6.0%	-7
CCOc1ccc(NC(=O)Nc2ccc3nsnc3c2)cc1	8.9%	5
CCC(C)(C(=O)NC1CCCCC1)N(Cc1cccs1)C(=O)CC1NC(=O)NC1=O (stereo not given)	2.2%	.
CCOC(=O)c1cccc(NC(=O)c2cc3sccc3n2C)c1	4.4%	.
O=C(NCC1CCCO1)c1onc(CSc2ccc(F)cc2)c1C(=O)O (stereo not given)	-1.4%	.
O=[N+]([O-])c1cccnc1N1CCOCC1	1.6%	12
N=c1c2c(-c3ccccc3)c(-c3ccccc3)oc2ncn1Cc1ccco1	1.0%	-7
N#Cc1c(N2CCN(C(=O)c3ccccc3)CC2)nc(-c2ccccc2)c2c1CCCC2	-6.7%	10
CCOc1ccccc1OCCCC(=O)N1CCN(S(=O)(=O)c2cccc(F)c2)CC1	3.2%	4
Cc1cccc(C(=O)N/N=C2\CS(=O)(=O)N(C)c3ccsc32)c1	2.4%	-17
Cn1c(SCc2c(Cl)cccc2Cl)nc(C(F)(F)F)cc1=O	-1.6%	-10
CCOC(=O)c1[nH]c2ccc(OC)cc2c1NC(=O)CCN1CCCC(C)C1 (stereo not given)	4.9%	-5
Cc1ccc(SCCNC(=O)/C=C/c2ccc([N+](=O)[O-])cc2)cc1	-3.0%	6
O=C(NNC(=O)c1cccnc1)Nc1ccccc1	3.3%	9
Cc1c(CN2CCC(CO)(CCOc3ccccc3)CC2)c(=O)n(-c2ccccc2)n1C	2.2%	.
C/C(=N\Nc1nc(N)cc(Cl)n1)c1ccc(F)cc1	0.8%	2
Cc1nc(-c2ccccc2)sc1-c1nnc(C2CC2)o1	5.1%	-12
Cc1ccc(-n2nc3c4c(cccc4c2=O)-c2ccccc2-3)cc1	0.3%	-14
O=Cc1ccc(OCC(=O)Nc2ccccc2-c2ccccc2)cc1	-5.1%	2
CC(/C=N/n1c(-c2ccccc2)n[nH]c1=S)=C\c1ccco1	7.1%	1
Cc1cccc(NC(=O)CSc2nc(C)c(CC(=O)c3ccc(Br)cc3)c(C)c2C#N)c1C	-1.8%	.
O=C(Nc1ccccc1N1CCN(C(=O)c2ccc(Cl)cc2)CC1)c1cccnc1	-1.1%	.
N#Cc1cnn(Cc2ccc(Cl)cc2)c1N	0.7%	64
CC(C)C(=O)N(c1ccc2oc(=O)sc2c1)S(=O)(=O)c1cccs1	4.4%	15
CN(C)C(=O)COc1ccc(Br)cc1	4.1%	-12
COC(=O)c1ccccc1NC(=O)CSc1ncccn1	-5.8%	.
Cc1ccc(C(=O)O)cc1NC(=O)c1ccc(Cn2nc(C)c(Cl)c2C)o1	-3.0%	-12
COc1ccccc1/C=C/C=c1\sc2nc(=O)c(Cc3ccccc3)nn2c1=O	-1.9%	10
COc1ccc(-c2nnn(Cc3nc(N)nc(N4CCOCC4)n3)n2)cc1OC	0.9%	.
CCOC(=O)N1CCC(NC(=O)c2cnc3n(c2=O)CCS3)CC1	-7.0%	.
CN(C)S(=O)(=O)c1ccc2c(c1)c(=O)c(C(=O)N1CCOCC1)cn2C	3.1%	-7
COc1ccccc1-c1noc(-c2cccnc2)n1	-1.8%	1
Cc1cccn2cc(CCNC(=O)Cc3cccs3)nc12	4.4%	.
Nc1cc2c(cc1C(=O)c1ccc(Cl)cc1)OCCO2	-1.1%	-3
CCOC(=O)c1ccc(N2C(=O)CC(Sc3nnc(C)s3)C2=O)cc1 (stereo not given)	0.7%	-10
COc1cccc(C2C(=O)N(C3CCCCC3)CC(=O)N2Cc2ccc(F)cc2)c1 (stereo not given)	0.7%	3
CCN=C(NC#N)SCc1c(F)cccc1Cl	2.2%	-12
Oc1c(C=NCc2ccncc2)sc2ccccc12	1.1%	-14
O=c1c2cnn(-c3ccc(F)cc3)c2ncn1Cc1ccccn1	5.6%	8
CCOc1ccccc1C(=O)NCCCn1ccnc1	1.0%	7
CCCNC(=O)c1ccc(CN2CCOCC2)cc1	-3.1%	69
Cn1cnnc1SCCOc1ccc(Cl)cc1	-5.9%	2
NNC(=O)c1ccc(-c2cccc([N+](=O)[O-])c2)o1	-2.4%	-13

Later entries:
SMILES	M. tuberculosis GlmU	Mtb RmlCD inh
COc1cccc(C(=O)N(Cc2cc3cc(C)ccc3[nH]c2=O)CC2CCCO2)c1 (stereo not given)	1.0%	-13
COc1cc(NS(=O)(=O)c2ccc(NC(=S)NC(=O)C(C)(C)C)cc2)nc(OC)n1	-5.2%	.
COc1ccc(Cn2c(C)nnc2-c2cnn(C)c2N)cc1OC	6.6%	9
CC(=O)Nc1nc2c(F)cccc2s1	-6.6%	.
Cc1cc(NC(=O)c2ccccc2F)n(-c2nc3ccccc3[nH]2)n1	-1.4%	10
Cc1c(C)[n+](=O)c2c(n1[O-])CCC2	0.0%	-9
COc1ccccc1NC(=S)N(CCc1nc2cc(C)c(C)cc2[nH]1)Cc1cccnc1	-3.9%	9
Cc1ccc(S(=O)(=O)N2CCN(C(=O)N3CCOCC3)C2c2ccc(N(C)C)cc2)cc1 (stereo not given)	2.5%	1
CC(=O)C1=C(C)NC(SCC(=O)c2ccc(Cl)c(Cl)c2)=C(C#N)C1c1ccco1 (stereo not given)	8.8%	.
CC(=O)N1CCN(c2ccc(NC(=O)COc3ccc(Cl)cc3Cl)cc2)CC1	-4.3%	31
COc1cc(S(=O)(=O)Nc2cccc(C)c2)ccc1N=Cc1c(C)[nH]n(-c2ccccc2)c1=O	1.4%	.
CCOc1cc(C(=O)N/N=C\c2cn(CC)nc2C)cc(OCC)c1OCC	3.2%	.

Looked up above.
CCOc1cc(C(=O)N/N=C\c2cn(CC)nc2C)cc(OCC)c1OCC – M. tuberculosis GlmU = 3.2%
Cc1cc(NC(=O)c2ccccc2F)n(-c2nc3ccccc3[nH]2)n1 – M. tuberculosis GlmU = -1.4%

(cont.)
SMILES	M. tuberculosis GlmU	Mtb RmlCD inh
COc1ccc(-c2csc(NC(=O)c3cc(-c4cccs4)nc4ccccc34)n2)c(OC)c1	-8.8%	-3
COc1ccc(C2N(c3cc(C)on3)C(=O)C3CCCN32)cc1 (stereo not given)	7.0%	.
Cc1c(-n2c(SCC(=O)O)nnc2-c2ccccc2Cl)c(=O)n(-c2ccccc2)n1C	2.3%	.
COc1cc(C(=O)c2nccc3cc(OC)c(OC)cc23)c([N+](=O)[O-])cc1OC	-0.1%	-10
CCOCCCNC(=O)c1ccc(Cn2c(=S)[nH]c3c([nH]c4ccc(OC)cc43)c2=O)cc1	7.5%	-14
CCOC(=O)C1=C(O)CCn2c1nc1ccccc12	0.8%	6
CCOC(=O)C1CCN(C(=O)CCNC(=O)c2cc(OC)c(OC)c(OC)c2)CC1	-1.0%	-16
O=C(N/N=C/c1cc2c(cc1Cl)OCO2)c1ccccn1	1.5%	.
COC(=O)c1ccc(/C=N/N2CCN(Cc3ccccc3)CC2)cc1	2.8%	.
CCOc1ccc(C2C(C#N)=C(N)Oc3n[nH]c(C)c32)cc1OC(=O)C1CC1 (stereo not given)	-1.5%	.
O=C(NCc1ccc(OC(F)(F)F)cc1)C1CC(c2c(Cl)cccc2Cl)=NO1 (stereo not given)	-1.8%	10
COc1ccc(NC(=O)[C@@H]2CC=C[C@@H]3CCN(C4CCCCC4)C(=O)[C@@H]32)cc1	-8.4%	.

Assay outcomes deposited in PubChem by several laboratories.
